EPAC2 ag = agonists of human EPAC2 (RAPGEF4); EPAC2 activation, biochemical qHTS; response scale: 100% = 6.5 mM cAMP response; Potency, µM (titrated, usually from 154 µM), for inactives: top-dose activation, most hits filed as activators; 360,000 tested, 0.079% active; further: potency means the concentration at half of the fitted maximal effect; nearly all actives have a fitted effect of over 50% in size
Target sequence (Q8WZA2 whole entry, looked up): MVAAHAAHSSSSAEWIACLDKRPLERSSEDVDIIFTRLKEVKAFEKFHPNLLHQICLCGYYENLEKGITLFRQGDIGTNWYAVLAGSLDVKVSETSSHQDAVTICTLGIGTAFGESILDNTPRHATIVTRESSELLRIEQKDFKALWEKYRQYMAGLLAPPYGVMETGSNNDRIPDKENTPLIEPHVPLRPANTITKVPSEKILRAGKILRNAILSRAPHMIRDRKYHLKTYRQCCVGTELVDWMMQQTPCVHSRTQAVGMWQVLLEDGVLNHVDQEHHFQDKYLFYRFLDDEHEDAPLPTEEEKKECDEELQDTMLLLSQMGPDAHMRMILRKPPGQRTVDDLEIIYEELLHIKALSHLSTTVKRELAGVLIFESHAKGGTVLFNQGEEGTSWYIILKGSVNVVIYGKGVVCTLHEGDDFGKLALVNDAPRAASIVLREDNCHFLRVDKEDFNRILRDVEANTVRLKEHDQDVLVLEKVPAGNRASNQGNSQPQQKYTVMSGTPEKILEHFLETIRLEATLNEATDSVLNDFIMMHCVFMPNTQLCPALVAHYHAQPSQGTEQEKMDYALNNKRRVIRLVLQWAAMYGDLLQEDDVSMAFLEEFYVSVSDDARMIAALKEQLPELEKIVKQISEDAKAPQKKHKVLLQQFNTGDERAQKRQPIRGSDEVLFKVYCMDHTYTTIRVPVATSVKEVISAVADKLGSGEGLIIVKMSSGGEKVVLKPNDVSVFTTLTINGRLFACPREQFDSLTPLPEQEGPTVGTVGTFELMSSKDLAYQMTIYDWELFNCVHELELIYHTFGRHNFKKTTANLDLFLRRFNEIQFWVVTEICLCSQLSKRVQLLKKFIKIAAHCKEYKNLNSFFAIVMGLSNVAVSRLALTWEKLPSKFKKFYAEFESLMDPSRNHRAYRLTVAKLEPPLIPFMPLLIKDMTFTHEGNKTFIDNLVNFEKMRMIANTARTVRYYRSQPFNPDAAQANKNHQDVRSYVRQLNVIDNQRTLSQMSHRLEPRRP
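Nucleotide exchange monitored as fluorescence drop when BODIPY-GDP leaves Rap1B. Reaction: 100 nM EPAC2, 250 nM RAP1B-BODIPY-GDP, 50 uM GDP, room temperature, kinetic read over 30 min. Activity expressed relative to 6.5 mM cAMP.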
A549 viability = counter-screen for Nrf2 inhibitors: cytotoxicity in A549 cells; A549 ARE-Fluc cells, CellTiter-Fluor viability, 18-24 h; 390,000 tested, 0.16% active; AID 504648; Potency, µM (highest dose often 46 µM), for the others: at the highest dose activity change, negative = cytotoxicity, actives largely listed as inhibitors; further: potency means the concentration at half of the fitted maximal effect; on the % scale 0 is the no-effect control and ±100 the full control effect
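Cytotoxicity counterscreen: CellTiter-Fluor fluorescence was measured in A549 ARE_Fluc cells after 18-24 h of compound exposure in a concentration series. The subsequent BugLite luminescent read reports ARE-luciferase activity.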
Nrf2 ARE act = Nrf2 pathway activation. AID 624171. 410,000 tested, 0.31% active. AREc32 ARE-luciferase reporter (MCF7-derived line), luminescence, 24 h. Potency, µM (series often up to 46.1 µM), for the others: at the highest dose activation, usual class: activators; further: potency means the concentration at half of the fitted maximal effect; % of control where 0% means no effect; nearly all actives have a fitted effect of over 65% in size
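ARE activation measured as luciferase luminescence (Steady-Glo, 30 min RT) in AREc32_Fluc cells after 24 hr compound exposure at 37 deg C, 5% CO2; cells seeded overnight at 1000/well in OPTI-MEM, 5% FBS.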
HepG2 tox = kills HepG2 cells in TGF-b inhibitor counter-screen; HepG2 CAGA-GFP viability, ATP luminescence, 18 h; Potency, µM (top dose mostly 46.1 µM), without a hit: at the highest dose activity change, negative = cytotoxicity, most hits filed as cytotoxic; 410,000 tested, 0.76% active; AID 588856; further: potency means the concentration at half of the fitted maximal effect; some results filed as inactive show a strong effect at the top dose
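HepG2 CAGA-GFP cells (1000/well, DMEM with 1% FBS) received compound, then TGF-beta at 500 pg/mL final, and were incubated 18 hours at 37 degrees C. Viability was read by CellTiter-Glo luminescence. Media-only wells were set as complete cell-killing and DMSO as no toxicity.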
ATXN2 expr inh = reduces ATXN2 reporter expression in HEK-293 cells | 360,000 tested, 0.72% active | AID 1745845 | Potency, µM (titrated, usually from 57 µM), without a hit: top-dose activity change, negative = inhibition, actives largely listed as inhibitors | HEK-293 ATXN2-luciferase reporter, luminescence, 24 h; further: potency means the concentration at half of the fitted maximal effect; on the % scale 0 is the no-effect control and ±100 the full control effect; nearly all actives have a fitted effect of over 55% in size
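qHTS (up to 57 uM final) was run with 24 h compound exposure of reporter cells at 37 °C. Each well was multiplexed: SteadyGlo luminescence measured ATXN2-luciferase expression after a fluorogenic Gly-Phe-AFC viability readout (25 uM final).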
Nrf2 inh = blocks Nrf2 signaling | A549 ARE-Fluc reporter, luciferase luminescence, 18-24 h | Potency, µM (doses to about 46 µM), for the others: top-dose activity change, negative = inhibition, most hits filed as inhibitors | 360,000 tested, 2.1% active; further: potency means the concentration at half of the fitted maximal effect; on the % scale 0 is the no-effect control and ±100 the full control effect; nearly all actives have a fitted effect of over 60% in size
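Reporter: ARE-Fluc in A549. Exposure: 18-24 h, 37 °C, 5% CO2, 5% FBS OPTI-MEM. Readouts: fluorescent cytotoxicity (CellTiter-Fluor), then luminescent Nrf2 signal after BugLite.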
ATXN viability = reduces viability in counter-screen for ATXN expression inhibitors; Potency, µM (titrated, usually from 56.7 µM), actives largely listed as cytotoxic; AID 651635; S2 cells (HEK-293 line with an ATXN2-luciferase reporter) viability, CellTiter-Fluor protease fluorescence, 24 h; 400,000 tested, 0.49% active; further: potency means the concentration at half of the fitted maximal effect; nearly all actives have a fitted effect of over 40% in size
TGFb inhibitor = TGF-b pathway inhibition | 410,000 tested, 1.2% active | AID 588855 | HepG2 CAGA-GFP TGF-b/SMAD3 reporter, GFP fluorescence, 18 h; TGF-beta stimulated, 500 pg/mL final | Potency, µM (highest dose often 46.1 µM), without a hit: at the top dose activity, negative = inhibition, hits mostly inhibitors; further: potency means the concentration at half of the fitted maximal effect; on the % scale 0 is the no-effect control and ±100 the full control effect; nearly all actives have a fitted effect of over 65% in size
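Inhibition was scored as loss of TGF-beta-induced (500 pg/mL final, 18 hours, 37 degrees C) GFP in HEPG2 cells carrying a CAGA-GFP reporter, in DMEM with 1% FBS. Well GFP was summed per cell; Activity was normalised to unstimulated and stimulated DMSO wells, then concentration-response fitting.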
IL-2 act = activators of IL-2; IL-2 activation reporter assay, cell-based qHTS; stimulated with anti-CD3/CD4/CD28 beads; in transgenic mouse T cells; activation, % (series mostly up to about 46 µM); 360,000 tested, 0.065% active; AID 652025; in the data active means activation above about 50%; inconclusive means mostly about 30% to 49%; further: 0% is about no effect
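Unstimulated transgenic mouse T cells preincubated 60 min with compound, then stimulated with anti-CD3/anti-CD4-coated beads plus anti-CD28 for 18 h at 37 degrees C. IL-2 response read as EGFP and DsRed fluorescence by plate cytometry.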
* marks the source's active call; other numbers are inactive results; i = inactive; ? = inconclusive; · = no result given; [ ] = dose if it differs, or a comment. Unless noted, the call rests on the fitted dose curve; in most records, active means well fitted curve in the direction sought with a large enough effect; inconclusive means small, poorly fitted or top-dose-only effect, or another doubt; inactive means no such curve, though single readings can be large; an effect the other way counts as inactive or inconclusive.

SMILES	EPAC2 ag	A549 viability	Nrf2 ARE act	HepG2 tox	ATXN2 expr inh	Nrf2 inh	ATXN viability	TGFb inhibitor	IL-2 act
CN(Cc1c(F)cccc1Cl)C(=O)CNC(=O)c1sc2ccccc2c1Cl	10%	2%	0.5%	29%	-13%	-15%	i	2%	0.2
Cc1c(Cc2ccccc2)c(=O)oc2cc(OCC(N)=O)ccc12	-3%	1%	-0.1%	4%	3%	1%	i	?	-0.6
CCOC(=O)c1ccc(NC(=O)CC2C(=O)N(c3ccc(C)cc3)C(=O)N2C2CCCC2)cc1 (stereo not drawn)	·	-20%	1.1%	-20%	·	-14%	·	?	·
COc1ccc(CCNS(=O)(=O)c2ccc3c(c2)CC(C)N3C(=O)C2CCC2)cc1OC (stereo not drawn)	·	3%	6.2%	-6%	-2%	20%	i	-22%	·
Cc1nnsc1C(=O)NC1CCCc2c1cnn2-c1ccccc1F (stereo not drawn)	3%	-16%	1.9%	-66%	-29%	2.1µM*	i	7%	-4.1
C(#Cc1ccc(C#CCN2CCOCC2)cc1)CN1CCOCC1	5%	-12%	-0.3%	-28%	4%	10%	i	20%	-2.0
CCN1C(=O)[C@@H]2C(C(=O)c3cnccn3)=NN[C@@H]2C1=O	9%	5%	-0.7%	-13%	6%	9%	i	11%	-0.3
C[C@@H](N)C(=O)N[C@H]1CCC2C3CC=C4C[C@@H](O)CC[C@]4(C)C3CC[C@@]21C (stereo partly drawn)	6%	1%	0.1%	-13%	1%	11%	i	25%	-0.6
CCn1c(NC(=O)C(C)C)c(-c2ccccc2)c(=O)c2ccccc21	3%	1%	-0.9%	8%	·	7%	?	11%	0.2
Cc1cccc(OCC(=O)N2CCN(C(=O)c3cccs3)CC2)c1	3%	-4%	0.0%	-2%	26%	11%	i	?	0.2
Cc1ccc(NC(=O)Cc2ccc(Cl)cc2)cc1S(=O)(=O)N1CCCCCC1	7%	?	0.9%	-25%	?	?	?	?	-0.5
O=C(Cn1cc(SCc2cccc(Cl)c2)c2ccccc21)N1CCCCC1	·	-4%	0.8%	-19%	·	-21%	·	?	·
OCC[C@H]1C[C@@H](O)[C@H](O)[C@@]2(Cc3ccccc3CCO2)O1	7%	-2%	-0.1%	-2%	7%	-7%	i	-10%	-1.8
CC(=O)Nc1ccccc1OCC(=O)NCC(F)(F)F	8%	13%	-0.6%	-13%	·	12%	i	-12%	3.2
COc1ccc(CC2(CO)CCN(S(=O)(=O)c3c(C)nn(C)c3C)CC2)cc1	7%	0%	0.0%	-6%	-11%	?	i	7%	-2.3
CC(C)CN(CC(C)C)C(=O)c1cccc(S(=O)(=O)N2CCc3ccccc32)c1	12%	2%	3.1%	-10%	?	?	i	?	-0.1
O=C1CC(C(=O)Nc2ccc(Cl)cc2)S/C(=N\N=C\c2ccco2)N1 (stereo not drawn)	8%	1%	?	-9%	0%	-3%	i	-32%	-0.5
O=[N+]([O-])c1ccc(S(=O)(=O)N2CCn3cccc3C2c2ccc(Br)cc2)cc1 (stereo not drawn)	·	-2%	4.6%	-8%	-9%	·	i	-8%	·
Cc1cc(C)cc(NC(=O)Cn2c(-c3cncs3)nc3ccccc32)c1	·	-11%	10%	-25%	-36%	?	?	?	·
CCOC(=O)CCCNS(=O)(=O)c1c(C)ccc2nsnc12	-11%	0%	0.1%	1%	2%	-16%	i	?	-0.6
CCCCc1nc2sc3c(=O)[nH]c(=S)[nH]c3c2c2c1CCC2	-6%	0%	0.7%	3%	6%	8%	i	0%	-2.0
CC(C)C(=O)Nc1ccc(C(=O)NN2C(=O)c3ccccc3C2=O)cc1	-1%	-4%	-0.1%	11%	-11%	-17%	i	-3%	-3.4
COCCNC(=O)c1cnn2c(C(F)(F)F)cc(-c3ccc(C)cc3)nc12	0%	4%	1.4%	-5%	·	?	·	0%	-2.2
COc1cc(NC(=O)c2cc3nc(-c4ccccc4)cc(-c4ccccc4)n3n2)c(OC)cc1Cl	·	2%	6.0%	-17%	·	2%	·	-25%	·
CCOc1cc(/C=N/O)ccc1OCc1ccc(C)cc1	9%	12%	4.8%	-24%	47%[activator]	17%	i	?	-0.3
SMILES	EPAC2 ag	A549 viability	Nrf2 ARE act	HepG2 tox	ATXN2 expr inh	Nrf2 inh	ATXN viability	TGFb inhibitor	IL-2 act
COc1ccccc1C(=O)N/N=C/c1c[nH]c2ccccc12	-2%	2%	17%	-24%	·	?	i	-3%	0.2
Cn1cnc([N+](=O)[O-])c1Oc1ccccc1	-1%	-21%	-0.5%[9.22 µM]	2%	18%	9%	i	-5%	-0.3
CCCCNC(=S)NNC(=O)c1cccnc1	-4%	0%	-0.7%	-13%	-12%	3%	i	-15%	-2.5
Cc1cccc(NC(=O)CN2C(=O)C3(SCC(=O)N3c3ccccc3)c3ccccc32)c1 (stereo not drawn)	·	-5%	0.1%	-15%	-9%	-8%	i	?	·
Cc1ccc(S(=O)(=O)N(c2ccccc2)C2CCS(=O)(=O)C2)cc1 (stereo not drawn)	7%	-4%	-1.4%	-21%	1%	-7%	i	-15%	-0.1
O=C1C(Cl)=C(NCc2cccnc2)C(=O)c2ccccc21	4%	?	-3.1%	1.4µM*	?	?	?	3.2µM*	-0.2
O=C(Cn1ccc(=O)[nH]c1=O)c1ccc([N+](=O)[O-])o1	?	·	14%	-37%	·	·	?	?	-4.1
CCC(C)N(CC(=O)NCc1ccc(OC)cc1)C(=O)c1csnn1 (stereo not drawn)	0%	3%	-0.1%	-9%	2%	7%	i	4%	-1.4
COc1cc2cc(C(c3nnnn3C3CCCC3)N3CCc4ccccc43)c(=O)[nH]c2cc1OC (stereo not drawn)	-2%	-4%	-1.0%	-29%	-17%	-9%	i	-10%	-1.8
CCOC(=O)C1=C(c2ccccc2)NC(N)=NC1c1ccc(OCc2ccc(Cl)cc2)c(OC)c1 (stereo not drawn)	18%	1%	-4.0%	-122%	·	2%	?	?	0.4
COc1ccc(OC)c(/C=C/c2c([N+](=O)[O-])c(=O)n(C)c(=O)n2C)c1	4%	0%	?	-28%	-12%	-5%	i	-5%	-0.5
CNC(=O)C1CCC(Cn2c(=O)c3sccc3n(Cc3ccccc3)c2=O)CC1 (stereo not drawn)	·	9%	-0.9%	0%	15%	?	i	3%	·
CCC(Sc1nc2c(c(=O)n1CC)SC(C)C2)C(=O)OC (stereo not drawn)	3%	1%	-0.9%	-4%	-6%	1%	i	-5%	-2.9
Cc1cc(C(=O)COC(=O)C(C)NC(N)=O)c(C)n1Cc1ccco1 (stereo not drawn)	3%	2%	4.5%	21%	28%	20%	i	17%	2.5
COc1ccc(CC(=O)Nc2nc(-c3cccc([N+](=O)[O-])c3)cs2)cc1	4%	1%	0.4%	1%	1%	-20%	i	12%	-0.8
O=C(OCc1nnc(-c2ccccc2Br)o1)c1ccco1	3%	-4%	0.8%	-1%	·	21%	i	-18%	1.0
O=C(N/N=C/c1ccccn1)c1cc(-c2ccc(Cl)cc2)nc2ccccc12	21%	?	7.7%	-35%	?	9.2µM*	i	?	-2.4
COc1ccc(S(=O)(=O)N(CC(=O)N2CCCC2)Cc2ccccc2)cc1	-6%	-4%	-0.5%	0%	-3%	17%	i	0%	0.5
COc1cccc(OCC(=O)N(Cc2nc(-c3ccc(Cl)cc3)no2)C(C)C)c1	2%	1%	-0.2%	-6%	?	-10%	i	?	-2.6
O=S(=O)(NCc1ccco1)c1cccc(S(=O)(=O)N2CCOCC2)c1	-6%	-5%	-0.6%	0%	-11%	-11%	i	-2%	-3.7
COc1ccccc1C(CNC(=O)c1ccc(NS(=O)(=O)c2ccc(F)c(C)c2)cc1)N1CCCC1 (stereo not drawn)	-4%	-4%	2.7%	-19%	-6%	4%	i	-12%	-0.2
COc1ccc(/C=C/C(=O)OCC(=O)NC2CCCC2)cc1OC	-2%	5%	-0.3%	1%	3%	1%	i	8%	-0.6
CCOC(=O)c1ccc(NC(=S)N2CCCC(C(=O)N3CCCC3)C2)cc1 (stereo not drawn)	0%	-5%	-0.6%	12%	6%	2%	i	-2%	-0.2

Sorted by value in IL-2 act (smallest number first): some entries from above.
smiles,EPAC2 ag,IL-2 act
CCC(Sc1nc2c(c(=O)n1CC)SC(C)C2)C(=O)OC (stereo not drawn),3%,-2.9
COc1ccc(OC)c(/C=C/c2c([N+](=O)[O-])c(=O)n(C)c(=O)n2C)c1,4%,-0.5
CC(=O)Nc1ccccc1OCC(=O)NCC(F)(F)F,8%,3.2

6 compounds picked at random from the list so far:
SMILES	EPAC2 ag	A549 viability	Nrf2 ARE act	HepG2 tox	ATXN2 expr inh	Nrf2 inh	ATXN viability	TGFb inhibitor	IL-2 act
O=C1CC(C(=O)Nc2ccc(Cl)cc2)S/C(=N\N=C\c2ccco2)N1 (stereo not drawn)	8%	1%	?	-9%	0%	-3%	i	-32%	-0.5
O=C(Cn1cc(SCc2cccc(Cl)c2)c2ccccc21)N1CCCCC1	·	-4%	0.8%	-19%	·	-21%	·	?	·
C(#Cc1ccc(C#CCN2CCOCC2)cc1)CN1CCOCC1	5%	-12%	-0.3%	-28%	4%	10%	i	20%	-2.0
CCOC(=O)C1=C(c2ccccc2)NC(N)=NC1c1ccc(OCc2ccc(Cl)cc2)c(OC)c1 (stereo not drawn)	18%	1%	-4.0%	-122%	·	2%	?	?	0.4
Cc1cccc(OCC(=O)N2CCN(C(=O)c3cccs3)CC2)c1	3%	-4%	0.0%	-2%	26%	11%	i	?	0.2
CCCCc1nc2sc3c(=O)[nH]c(=S)[nH]c3c2c2c1CCC2	-6%	0%	0.7%	3%	6%	8%	i	0%	-2.0

From PubChem BioAssay
